# MEX-5 binding: C. elegans MEX-5 TCR-2 RNA binding activity; Q9XUB2; MEX-5/FITC-TCR2 RNA binding, fluorescence polarization; stronger effect = lower value; activity score (negative = inhibition of binding), % at 10 µM; 300,000 tested, 0.38% active; AID 1832;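 active means inhibition past about -25% in most replicates, and total fluorescence under double the plate's negative control median, limit read from the data; inconclusive means replicates evenly split on the limit, or fluorescence at least double controls; inactive means too little inhibition in most replicates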;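 further: 0% = DMSO and -100% = 5 µM competing unlabeled TCR2 RNA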
# CR mimetic SO: lowers age-related superoxide in aged yeast cells; S. cerevisiae aged cells, superoxide DHE fluorescence; stronger effect = lower value; 330,000 tested, 0.18% active; superoxide response (% of plate mean), % at 10 µM;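 active means superoxide response under a set limit, about three screen SD below normal, cut at about 65% in these data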;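 further: yeast aged for seven days with compound at 30 °C before DHE staining; 100% = average MFI of all compound-treated wells on the plate with controls excluded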
# VLA-4 inh: inhibition in a human VLA-4 binding assay; AID 2557; 330,000 tested, 0.2% active; inhibition, % (about 7 µM as worked out from the volumes in the protocol); VLA-4 expressing cells, ligand binding flow cytometry; in the data active means inhibition above about 50%
# MCL1-BIM inh: MCL1-BIM-BH3 interaction inhibition (human). GST-MCL1 / FITC-Bim-BH3 fluorescence polarization. AID 2057. 320,000 tested, 0.68% active. inhibition, % at 10.9 µM. Q07820;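 active means inhibition above the mean inhibition of all tested compounds plus 3 SD, set per campaign, cut at about 40% in these data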;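 further: 0% = DMSO wells and 100% = unlabeled Bim-BH3 peptide control; higher means more loss of mP so more displacement of Bim peptide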
# Target sequence (Q07820 whole entry, looked up): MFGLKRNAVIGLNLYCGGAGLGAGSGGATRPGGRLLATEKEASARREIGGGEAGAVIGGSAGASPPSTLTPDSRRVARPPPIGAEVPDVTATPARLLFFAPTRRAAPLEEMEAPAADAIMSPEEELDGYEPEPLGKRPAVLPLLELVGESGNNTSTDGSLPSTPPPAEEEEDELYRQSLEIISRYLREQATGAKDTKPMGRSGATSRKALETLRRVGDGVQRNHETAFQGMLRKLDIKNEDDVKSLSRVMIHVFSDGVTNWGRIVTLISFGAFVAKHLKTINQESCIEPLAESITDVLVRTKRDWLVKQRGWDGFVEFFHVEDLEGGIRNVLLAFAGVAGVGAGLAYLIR
# CIT2 TOR yeast: yeast TOR pathway CIT2-GFP modulation; S. cerevisiae CIT2-GFP strain, flow cytometry, 3 h; 100 means same as DMSO wells; GFP response vs DMSO, % at 10 µM; 320,000 tested, 0.065% active;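 active means GFP response relative to DMSO above a set limit, near the screen mean plus 3 SD, cut at about 150% in these data; inconclusive means Fewer than 70 cells measured for a yeast strain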;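 further: ratio of well median GFP fluorescence to mean of DMSO wells on the plate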
# BCLXL inh: blocks human Bcl-xL binding to Bim BH3 peptide; Q07817; GST-Bcl-xL / FITC-Bim BH3 peptide fluorescence polarization; inhibition, % at 10.9 µM; 320,000 tested, 0.7% active; AID 2129;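 active means inhibition above the mean of all tested compounds plus 3 SD, cutoff set per campaign, cut at about 30% in these data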;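 further: 0% = DMSO wells and 100% = unlabeled Bim-BH3 peptide competitor; inhibitors lower millipolarization by displacing the labeled peptide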
# GRK2 inh: inhibitors of human GRK2 displacing RNA aptamer. inhibition of aptamer binding, % at 10 µM. 330,000 tested, 0.59% active. P25098. AID 488847. bead flow cytometry, FAM-aptamer displacement from GRK2;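 active means inhibition of aptamer binding above 40%, roughly 3 SD of noise, on plates passing a quality check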;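 further: median bead fluorescence of bound FAM aptamer so fluorescent compounds give negative values; no value below 0 was filed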
# Target sequence (P25098 whole entry, looked up): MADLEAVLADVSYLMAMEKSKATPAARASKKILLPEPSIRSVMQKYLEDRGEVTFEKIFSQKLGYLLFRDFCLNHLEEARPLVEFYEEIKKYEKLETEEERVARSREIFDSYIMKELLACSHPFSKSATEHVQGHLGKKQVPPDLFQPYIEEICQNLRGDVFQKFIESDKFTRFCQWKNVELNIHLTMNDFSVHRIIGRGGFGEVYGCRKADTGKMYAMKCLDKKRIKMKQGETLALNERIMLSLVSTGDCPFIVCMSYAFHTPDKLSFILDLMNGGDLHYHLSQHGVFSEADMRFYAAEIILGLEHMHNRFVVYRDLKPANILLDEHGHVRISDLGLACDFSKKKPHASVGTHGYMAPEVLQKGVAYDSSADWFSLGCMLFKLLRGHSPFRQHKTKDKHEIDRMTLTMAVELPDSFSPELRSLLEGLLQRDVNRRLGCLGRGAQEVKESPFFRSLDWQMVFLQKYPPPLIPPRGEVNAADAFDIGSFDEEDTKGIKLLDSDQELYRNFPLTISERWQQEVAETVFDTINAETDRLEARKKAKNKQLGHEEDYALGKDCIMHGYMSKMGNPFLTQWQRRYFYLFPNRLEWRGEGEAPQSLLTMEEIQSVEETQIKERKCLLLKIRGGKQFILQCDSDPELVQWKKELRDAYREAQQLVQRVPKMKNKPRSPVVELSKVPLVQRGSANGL
# AGP1 TOR yeast: alters AGP1-GFP fluorescence in TOR pathway yeast screen; S. cerevisiae AGP1-GFP multiplex flow cytometry, 3 h; GFP as percent of DMSO wells; GFP response vs DMSO, % at 10 µM; 320,000 tested, 0.02% active; AID 2066;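 active means GFP response relative to DMSO above a set limit, near screen average plus 3 SD, cut at about 150% in these data; inconclusive means fewer than 70 cells counted for the yeast strain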;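 further: median GFP channel fluorescence of the gated AGP1 strain per well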
# GLD-1 RNA inh: GLD-1-TGE RNA interaction inhibition (C. elegans); purified GLD-1 + fluorescein TGE RNA, fluorescence polarization; inhibition, % at 5.96 µM; 320,000 tested, 0.44% active;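 active means percent inhibition above a per-plate cutoff, the plate mean of test compounds plus 3 SD, cut at about 30% in these data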;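 further: 0% = DMSO wells with GLD-1 and probe and 100% = wells lacking GLD-1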
# * hit, by the source's call; ? = inconclusive; / = not tested or not shown; [ ] = remark or other dose.
(1) O=C(c1ccc(Cl)cc1)N1CCCC(C(=O)N2CCc3ccccc3C2)C1 (stereo not given)
(2) Cc1onc(-c2c(Cl)cccc2Cl)c1C(=O)c1ccc(F)cc1
(3) COc1ccccc1NC(=O)COC(=O)C1CC2CCCC(C1)C2=O (stereo not given)
(4) CC(C)CCNC(=O)C(=O)NCC1OCCCN1S(=O)(=O)c1cccs1 (stereo not given)
(5) CCOC(=O)c1[nH]cnc1C(=O)NC(C)C
(6) COc1ccc(C)cc1NC(=O)c1cc(S(=O)(=O)N2CCC3(CC2)OCCO3)ccc1F
(7) Clc1ccc(-c2nnc(-c3ccccc3)c(N3CCSCC3)n2)cc1
(8) CSc1ccccc1C(=O)N1CCc2ccccc2C1

compound no.	1	2	3	4	5	6	7	8
MEX-5 binding	0.6	-1.7	/	-0.7	0.8	1.8	0.9	0.8
CR mimetic SO	111	77	102	116	97	117	95	93
VLA-4 inh	15	1	-3	-12	25	0	-9	0
MCL1-BIM inh	4	4	/	3	3	5	8	0
CIT2 TOR yeast	97	86	104	104	97	102	107	89
BCLXL inh	5	3	/	-1	3	1	11	4
GRK2 inh	0	0	0	0	2	0	0	1
AGP1 TOR yeast	113	96	103	115	108	110	95	98
GLD-1 RNA inh	0	-9	-1	-5	1	1	2	2

# Overlap with the part before: 2 compounds, followed by the next part.
(7) Clc1ccc(-c2nnc(-c3ccccc3)c(N3CCSCC3)n2)cc1
(8) CSc1ccccc1C(=O)N1CCc2ccccc2C1
(9) C/C(=N\S(=O)(=O)c1ccc(C)cc1)Nc1cc(C(C)C)c(O)cc1C
(10) COc1ccc(CN(C)C(c2ccccc2)c2nnnn2-c2ccccc2C)c(OC)c1C (stereo not given)
(11) CC(C)N(C(=O)Cn1c(=O)oc2ccccc21)c1ccccc1
(12) COc1ccccc1NC(=O)c1sc2ncn(CC(=O)Nc3ccccc3)c(=O)c2c1C
(13) O=C(Cc1ccccc1)Nc1ccc(NC(=O)Cc2ccccc2)c(Cl)c1
(14) Cc1ccc(C2=NOC(C)(c3sc(-c4ccc(Cl)cc4)nc3C)C2)cc1 (stereo not given)
(15) COc1ccc(C(=O)/C=C/C(=O)N(CC(=O)NC2CCCCC2)CC2CCCO2)c(O)c1 (stereo not given)
(16) COc1cccc2cc(C(=O)N3CCN(C(=O)c4ccco4)CC3)c(=O)oc12

compound no.	7	8	9	10	11	12	13	14	15	16
MEX-5 binding	0.9	0.8	-3.4	0.3	3.4	-2.2	3.2	2.0	0.3	0.1
CR mimetic SO	95	93	97	107	107	98	104	94	110	87
VLA-4 inh	-9	0	11	34	4	6	7	-10	42	12
MCL1-BIM inh	8	0	2	-5	1	4	2	11	6	-4
CIT2 TOR yeast	107	89	89	92	94	96	99	92	87	98
BCLXL inh	11	4	9	0	3	-3	8	11	5	-3
GRK2 inh	0	1	0	2	1	0	2	3	0	0
AGP1 TOR yeast	95	98	92	103	95	98	101	98	101	100
GLD-1 RNA inh	2	2	-1	5	9	-6	-6	2	3	1

(17) Cc1ccc(SCc2noc(C(=O)NC(C)C)c2C(=O)O)cc1C
(18) CCOC(=O)c1c(NC(=O)CSc2nnc(-c3cccnc3)o2)sc(C(C)=O)c1C
(19) Cc1cc(NC(=O)CN2CCN(c3ccccc3O)CC2)no1
(20) CCOc1c2ccc(C(=O)NCc3ccc(OC(F)(F)F)cc3)cc2nn1C
(21) Cc1ccc(NC(=O)c2sc3nc[nH]c(=O)c3c2C)c(C)c1
(22) COc1ccc(NC(=O)COC(=O)c2ccc(S(=O)(=O)N3CCCC3)cc2)cc1OC
(23) O=c1[nH]c2c(n(C3CCCCC3)c1=O)CCC2
(24) Cc1cccc(NC(=O)C(=O)NCCCc2ccccc2)c1

compound no.	17	18	19	20	21	22	23	24
MEX-5 binding	1.2	-8.5	1.2	-2.2	1.5	/	-1.4	2.9
CR mimetic SO	/	71	99	97	91	128	112	112
VLA-4 inh	/	-6	-18	29	-9	15	21	-20
MCL1-BIM inh	6	1	5	-8	-5	1	0	-2
CIT2 TOR yeast	/	88	102	88	104	94	103	101
BCLXL inh	6	-5	3	-2	5	1	4	4
GRK2 inh	/	1	3	6	4	0	0	1
AGP1 TOR yeast	/	90	105	86	104	98	104	97
GLD-1 RNA inh	6	-3	-1	-2	-6	5	-7	10

(25) COc1ccc2nc(Nc3nc4cc5c(cc4s3)OCCO5)sc2c1
(26) Cc1ccc(S(=O)(=O)N2CCOCC2)cc1NC(=O)COC(=O)CCc1c[nH]c2ccccc12
(27) CSC1=NCCN1C(=O)c1ccc(S(=O)(=O)N2CCCCC2)cc1
(28) CC(=O)Nc1ccc2c(COC(=O)[C@H](C)N3C(=O)C4CCCCC4C3=O)cc(=O)oc2c1 (stereo not given in full)
(29) O=C(Nc1ccc(Cl)c(S(=O)(=O)N2CCCCC2)c1)c1ccco1
(30) COc1ccc(OC)c(-c2csc(N(Cc3ccco3)C(=O)c3ccco3)n2)c1
(31) CC(C)(C)SCCNS(=O)(=O)c1ccc2ccccc2c1
(32) COC(=O)[C@@H]1C[C@@H](C(=O)O)[C@H](C)C1(C)C

compound no.	25	26	27	28	29	30	31	32
MEX-5 binding	-2.2	/	0.7	0.4	/	1.5	-1.1	/
CR mimetic SO	89	79	89	105	157	101	103	115
VLA-4 inh	-15	3	-9	4	12	6	4	-8
MCL1-BIM inh	0	/	0	-4	4	-1	7	12
CIT2 TOR yeast	?	102	96	101	90	/	105	101
BCLXL inh	-3	/	0	2	-1	-1	4	11
GRK2 inh	0	0	2	1	0	0	0	1
AGP1 TOR yeast	15[may fluoresce violet]	96	104	103	100	94	104	96
GLD-1 RNA inh	5	0	3	9	2	-1	5	5

# Some of the entries so far, with tabs:
no.	smiles	MEX-5 binding	CR mimetic SO	VLA-4 inh	MCL1-BIM inh	CIT2 TOR yeast	BCLXL inh	GRK2 inh	AGP1 TOR yeast	GLD-1 RNA inh
29	O=C(Nc1ccc(Cl)c(S(=O)(=O)N2CCCCC2)c1)c1ccco1	/	157	12	4	90	-1	0	100	2
30	COc1ccc(OC)c(-c2csc(N(Cc3ccco3)C(=O)c3ccco3)n2)c1	1.5	101	6	-1	/	-1	0	94	-1
31	CC(C)(C)SCCNS(=O)(=O)c1ccc2ccccc2c1	-1.1	103	4	7	105	4	0	104	5

# (further entries)
(33) CC(C)n1c(-c2cccs2)nc2ccccc21
(34) COC(=O)c1[nH]c2cc(OC)ccc2c1NC(=O)CCN1CCCCC1
(35) COC(=O)c1sc2ncn(N)c(=O)c2c1C
(36) CCCc1n[nH]c2c1C(=O)C(C(=O)OC)C(C)(C)C2 (stereo not given)
(37) O=C(NCCc1c[nH]c2ccccc12)C(=O)NCC1OCCN1S(=O)(=O)c1ccc(F)cc1 (stereo not given)
(38) Cc1ccc(-c2cc(-c3ccccc3)nc(NN)n2)cc1
(39) N#Cc1nccnc1S(=O)(=O)c1cccs1
(40) COc1cccc(-c2cc(C(=O)Nc3cc(C)on3)no2)c1

compound no.	33	34	35	36	37	38	39	40
MEX-5 binding	1.6	0.0	-5.4	1.3	-2.4	-6.4	-1.2	0.9
CR mimetic SO	93	103	99	79	102	99	100	105
VLA-4 inh	2	11	6	32	23	21	7	0
MCL1-BIM inh	-5	2	6	-6	0	2	15	-5
CIT2 TOR yeast	90	102	97	99	90	96	67	110
BCLXL inh	3	0	5	0	0	1	9	0
GRK2 inh	0	0	42*	0	5	0	1	5
AGP1 TOR yeast	89	110	105	98	93	91	86	94
GLD-1 RNA inh	-6	0	2	0	8	1	-4	-3

(41) COC(=O)c1ccc(-n2c(C)cc(C(=O)COC(=O)CNS(=O)(=O)c3ccc(C)cc3)c2C)cc1
(42) COc1ccc(C(=O)Oc2coc(CSc3nnc(NC(=O)c4cccs4)s3)cc2=O)cc1
(43) Cc1cccc(C)c1NC(=O)/C(C#N)=C/c1ccc(-c2ccc(C(=O)O)cc2)o1
(44) CCOC(=S)SCC(=O)N1CCc2cc(OC)ccc2C1C1C(=O)CCCC1=O (stereo not given)
(45) COc1ccc(C(=O)C2C(c3ccc(-c4ccccc4[N+](=O)[O-])o3)NC(=O)NC2(O)C(F)(F)F)cc1 (stereo not given)
(46) COc1ccccc1NC(=O)CSc1nnc(-c2ccco2)n1N
(47) N#CC1=C(S)N(c2ccccc2)C(c2ccc(-c3ccc(Cl)c(Cl)c3)o2)NC1=O (stereo not given)
(48) CCOc1ccc(S(=O)(=O)N2CCCCC2)cc1NC(=O)c1cccnc1OCC

compound no.	41	42	43	44	45	46	47	48
MEX-5 binding	-1.1	0.3	-22	-0.2	-2.7	-1.5	/	/
CR mimetic SO	85	111	121	88	102	103	100	97
VLA-4 inh	16	11	1	15	19	17	-8	6
MCL1-BIM inh	-5	5	6	7	6	-1	-17	/
CIT2 TOR yeast	93	107	104	92	95	99	91	105
BCLXL inh	4	0	8	3	3	-6	-12	/
GRK2 inh	2	8	4	0	0	0	1	0
AGP1 TOR yeast	93	103	100	91	97	99	104	102
GLD-1 RNA inh	7	-11	1	5	10	-5	-7	3

(49) CNC(=S)NNc1nncc2ccccc12
(50) CS(=O)(=O)NN1C(=O)c2ccccc2NC12CCCC2
(51) O=C(CCCN1C(=O)/C(=C\c2cccs2)SC1=S)Nc1cc([N+](=O)[O-])ccc1O
(52) O=C(CC1C(=O)NCCN1C(=O)Nc1ccccc1)Nc1cccc(Cl)c1 (stereo not given)
(53) CC(C)(C)CN1CCNC(=O)C1CC(=O)NCCc1cnn(-c2ccccc2)c1 (stereo not given)
(54) Cc1noc(C)c1COC(=O)CNC(=O)c1cccc(F)c1
(55) Cc1ccc(C(C(=O)NCc2ccccc2)N(C(=O)c2csnn2)c2cccc3ccccc23)o1 (stereo not given)
(56) Cc1ccc(/C=C/C(=O)OCC(=O)NC(=O)NCc2ccco2)cc1

compound no.	49	50	51	52	53	54	55	56
MEX-5 binding	-4.3	2.5	2.9	-0.2	2.4	-1.5	2.5	/
CR mimetic SO	104	106	103	82	99	96	100	106
VLA-4 inh	0	22	4	10	5	-6	-2	-8
MCL1-BIM inh	4	-8	13	-2	-2	-7	3	9
CIT2 TOR yeast	102	100	92	92	99	94	100	95
BCLXL inh	8	0	7	-3	10	-1	3	0
GRK2 inh	3	1	3	4	8	0	1	0
AGP1 TOR yeast	104	101	90	91	/	100	102	101
GLD-1 RNA inh	1	-2	-1	-3	5	-5	0	5

(57) O=C(NC(=S)Nn1cnc2c(cnn2-c2ccccc2)c1=O)c1ccc(Cl)cc1
(58) CC(C)c1ccccc1-n1c(-c2cccnc2)n[nH]c1=S
(59) COCCSc1nnc(NC(=O)c2ccc([N+](=O)[O-])cc2)s1
(60) O=C(COc1ccc2ccc(=O)oc2c1)Nc1ccc(CCO)cc1
(61) CCc1ccc(NC(=O)CCC(=O)Nc2nnc(C(F)(F)F)s2)cc1

compound no.	57	58	59	60	61
MEX-5 binding	-1.7	2.4	1.4	-1.9	-1.7
CR mimetic SO	113	103	96	107	90
VLA-4 inh	4	0	19	10	0
MCL1-BIM inh	19	-12	-1	8	0
CIT2 TOR yeast	98	91	96	102	102
BCLXL inh	-1	-20	3	6	3
GRK2 inh	0	3	0	0	2
AGP1 TOR yeast	93	98	102	95	104
GLD-1 RNA inh	4	-11	4	-2	-2

# Screens (PubChem BioAssay)
